# DAX1 inh-1: inhibitors of DAX1 repression of SF-1 activated StAR promoter; HEK293T StAR-luciferase reporter, SF-1/DAX-1 repression relief; inhibition, % at 6.8 µM; 370,000 tested, 1.1% active; AID 652010;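 active = inhibition above the mean over all tested compounds plus 3 SD, cut at about 3.6% in these data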;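 also: 0% = DAX-1 cells with DMSO and 100% = cells lacking DAX-1 with DMSO; higher inhibition means more luminescence from relief of DAX-1 repression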
# ADAM10 inh: ADAM10 inhibition, QFRET primary screen; O14672; recombinant ADAM10, EDANS/DABCYL FRET peptide cleavage, 3 h; inhibition, % at 7 µM; 370,000 tested, 0.62% active; AID 720582;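 active = inhibition above a per-campaign cutoff equal to the mean of compounds falling between control-based bounds plus 3 SD, cut at about 20% in these data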;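 also: 0% = DMSO wells while the 100% control is not disclosed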
# Target sequence (O14672 214-748 limits assumed): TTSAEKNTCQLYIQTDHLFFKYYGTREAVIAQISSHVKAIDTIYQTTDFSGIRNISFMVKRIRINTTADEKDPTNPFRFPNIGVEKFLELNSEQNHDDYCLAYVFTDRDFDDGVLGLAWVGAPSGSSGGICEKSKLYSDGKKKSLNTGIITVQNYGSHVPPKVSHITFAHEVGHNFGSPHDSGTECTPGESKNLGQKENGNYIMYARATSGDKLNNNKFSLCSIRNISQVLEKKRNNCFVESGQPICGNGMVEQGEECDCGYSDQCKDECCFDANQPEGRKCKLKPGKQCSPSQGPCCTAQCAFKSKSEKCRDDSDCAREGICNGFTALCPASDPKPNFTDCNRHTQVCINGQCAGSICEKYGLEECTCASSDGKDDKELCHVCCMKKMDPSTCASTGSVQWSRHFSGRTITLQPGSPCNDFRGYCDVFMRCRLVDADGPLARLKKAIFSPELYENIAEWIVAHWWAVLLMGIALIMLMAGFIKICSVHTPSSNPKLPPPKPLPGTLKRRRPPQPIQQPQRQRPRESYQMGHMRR
# ADAM17 inh: inhibitors of human ADAM17; P78536; recombinant ADAM17, EDANS/DABCYL FRET peptide cleavage; inhibition, % at 6.95 µM; 370,000 tested, 0.83% active;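 active = inhibition above the mean of compounds lying between control limits plus 3 SD, set per campaign, cut at about 8.5% in these data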;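 also: 0% = DMSO-only wells as the low control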
# Target sequence (P78536 215-824 limits assumed): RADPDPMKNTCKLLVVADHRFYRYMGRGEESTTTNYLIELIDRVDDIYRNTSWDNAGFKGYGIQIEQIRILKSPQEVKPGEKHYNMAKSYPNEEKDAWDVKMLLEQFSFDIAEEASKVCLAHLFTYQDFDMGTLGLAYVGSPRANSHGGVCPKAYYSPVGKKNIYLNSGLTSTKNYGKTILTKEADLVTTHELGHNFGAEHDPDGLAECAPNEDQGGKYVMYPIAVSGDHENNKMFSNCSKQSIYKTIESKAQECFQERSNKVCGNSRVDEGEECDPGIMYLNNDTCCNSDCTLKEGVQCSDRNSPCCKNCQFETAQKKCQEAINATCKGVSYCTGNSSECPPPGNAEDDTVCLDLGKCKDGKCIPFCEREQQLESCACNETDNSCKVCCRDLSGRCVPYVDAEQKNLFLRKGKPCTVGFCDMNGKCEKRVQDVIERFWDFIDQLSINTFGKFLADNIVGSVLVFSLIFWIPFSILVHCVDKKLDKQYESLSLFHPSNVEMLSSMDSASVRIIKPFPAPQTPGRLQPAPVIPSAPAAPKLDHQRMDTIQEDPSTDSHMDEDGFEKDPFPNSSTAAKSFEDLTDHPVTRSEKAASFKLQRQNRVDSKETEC
# hgDAF12 agonist: activates the H. glycines DAF-12 receptor ligand-binding domain; HEK293 GAL4-hgDAF12 UAS-luciferase reporter, agonist luminescence; normalized to butyrate control; activation, % at 6.8 µM; 370,000 tested, 1.8% active; AID 687014;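 active = activation above a cutoff set at the mean of all screened compounds plus 3 SD, cut at about 10% in these data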;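 also: 0% = DMSO wells and 100% = sodium butyrate wells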
# GAA850 FXN act: frataxin GAA850 promoter activation. AID 540364. activation, % at 6 µM. 360,000 tested, 0.56% active. HEK293 lucGAA850 FXN promoter luciferase reporter, 24 h; percent of 10 µM SAHA response;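 active = activation above the average of all compounds screened plus 3 SD, cutoff fixed separately per campaign, cut at about 7.5% in these data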;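 also: 0% = DMSO wells and 100% = 10 µM SAHA wells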
# SMARCA2 activ: activators of SMARCA2 function. MG213 cells, MMTV-luciferase reporter, dexamethasone, overnight. 370,000 tested, 1% active. activation, % at 9.1 µM; in the data active = activation above about 7.8%;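 also: 0% = vehicle wells and 100% = reference activator wells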
# hcDAF12 agonist: activators of H. contortus DAF-12 nuclear receptor. HEK293 hcDAF-12 lit1-tk-luc reporter, luminescence; 0% DMSO, 100% Δ7-dafachronic acid. activation, % at 6.8 µM. 370,000 tested, 1.4% active. AID 652067;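 active = activation above the mean of all tested compounds plus 3 SD, cut at about 5.5% in these data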;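 also: 100% = response to 3 µM Δ7-dafachronic acid high control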
# DAX1 inh-2: NR0B1 (DAX1) inhibition; AID 504766; P51843; inhibition, % at 6.75 µM; 340,000 tested, 0.99% active; HEK293 Gal4-DAX1 luciferase reporter, luminescence;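 active = inhibition above the mean over all tested compounds plus 3 SD, cut at about 4.2% in these data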;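 also: 0% = DAX1-transfected cells with DMSO and 100% = empty-vector control cells with DMSO; inhibition shows as a rise in luminescence from relieved DAX1 repression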
# ssDAF12 agonist: activates DAF-12 receptor from parasite S. stercoralis. AID 652126. 370,000 tested, 1% active. activation, % at 6.8 µM. HEK293 ssDAF-12/GRIP1 lit1-tk-luc reporter, luminescence; % of 3 µM dafachronic acid response;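 active = activation above the mean over all tested compounds plus 3 SD, cut at about 0.9% in these data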;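 also: 0% = DMSO-only wells and 100% = 3 µM delta7-dafachronic acid wells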
# PG9 Ab binder: binds the HIV-1 gp120 antibody PG9; TR-FRET gp120-PG9 antibody binding; inhibition, % at 6.7 µM; 360,000 tested, 0.43% active; AID 624416; in the data active = inhibition above about 8.5%
# GC-A act: GC-A (human) enzyme activation | P16066 | HEK293 GC-A cells, cGMP TR-FRET, EC30 ANP; 0% at EC30 ANP, 100% saturating ANP | activation, % at 10 µM | 370,000 tested, 0.14% active | AID 1671463; in the data active = activation above about 40%
# * marks the source's active call; other numbers are inactive results; / = not tested or not shown.
SMILES,DAX1 inh-1,ADAM10 inh,ADAM17 inh,hgDAF12 agonist,GAA850 FXN act,SMARCA2 activ,hcDAF12 agonist,DAX1 inh-2,ssDAF12 agonist,PG9 Ab binder,GC-A act
O=C(CNC(=S)NC(=O)c1ccc(Br)o1)c1ccccc1,0.1,-13,-4,0.1,-0.1,-2,1.1,2.4,-0.1,-4.6,1
COC(=O)c1ccc(NC(=O)CC2C(=O)N(c3ccc(C)cc3)C(=O)N2CC(C)C)cc1 (stereo not given),0.0,5,-1,1.4,-0.5,1,0.6,-0.4,-1.5,-1.2,1
Cc1ccc(-n2c(SCC(=O)Nc3ccc(S(=O)(=O)Nc4nccs4)cc3)nnc2-c2ccncc2)cc1,-0.8,-1,0,-0.9,/,0,-0.8,/,-1.8,/,-5
CCOc1ccc(-c2nnc3ccc(SCC(=O)N4CCN(c5ccccc5)CC4)nn23)cc1,0.2,7,3,2.3,1.0,-3,-1.5,0.1,-1.4,1.6,-3
COc1ccc(C(=O)N2CCOC2CNC(=O)C(=O)NCc2ccccc2)cc1 (stereo not given),0.9,0,-3,0.8,-1.2,-2,0.7,-0.2,-1.2,0.0,0
O=C(N/N=C/c1cccc([N+](=O)[O-])c1)c1cc(-c2ccc3c4c(cccc24)CC3)n[nH]1,-0.3,3,0,-0.4,1.3,1,4.2,-1.5,-1.0,-1.9,-2
Cc1ccc(CCN2CC(C(=O)NCCCN3CCC(C)CC3)CC2=O)cc1 (stereo not given),0.1,1,-5,-0.2,2.9,-2,-1.1,0.0,-0.7,1.0,-4
CCOC(=O)C1=C(c2ccccc2)OC(N)=C(C#N)C1c1ccc(Br)s1 (stereo not given),0.0,2,4,1.2,2.5,-5,0.8,-0.7,-0.1,-1.7,-12
COc1cccc(-n2c(N)c(C#N)c3ccc([N+](=O)[O-])cc3c2=O)c1,-0.6,-8,-4,-1.1,/,-3,-1.4,/,-0.8,2.2,4
Cc1ccc(NCC(=O)NNC2=NCCC2)c(C)c1,0.3,5,-1,-0.5,3.6,-5,0.5,-1.9,-0.8,-1.2,0
Cc1cc(NC(=O)CSc2nc(=O)n(CCN(C)C)c3c2CCCC3)no1,1.6,-5,1,-0.2,0.1,2,0.4,2.0,-0.6,-2.2,1
O=C1COc2ccccc2N1Cc1c(F)cccc1Cl,-0.3,1,-1,-0.7,3.3,-1,-2.6,-0.6,-0.8,-1.1,4
CCC(C)NC(=O)C1CCN(S(=O)(=O)c2cc([N+](=O)[O-])ccc2Cl)CC1 (stereo not given),0.1,3,-4,1.3,0.5,5,-1.8,-0.6,-1.7,-1.8,3
N#CCCN1CCN(S(=O)(=O)c2ccc(C3CCCCC3)cc2)CC1,-3.0,-4,-5,-2.6,-1.0,-3,-3.5,0.0,-1.4,1.3,2
Cc1ccc(C(=O)NNC(=O)c2ccc(S(=O)(=O)N3CCCCC3)cc2)cc1,0.0,-7,-2,-4.1,-0.7,0,-0.8,-1.2,-1.5,0.5,-2
CCOc1ccc(S(=O)(=O)N2CCC(C(=O)N3CCN(C)CC3)CC2)cc1Cl,-0.3,7,0,0.1,-1.9,-1,0.3,-0.1,-0.4,-1.6,-2
O=C1c2c(-c3ccc(Br)cc3)noc2CCN1Cc1cn(Cc2cccnc2)nn1,-1.5,-11,-6,-0.6,/,-4,-1.3,/,-0.7,0.6,2
O=C(c1nc(-c2ccccc2)n(-c2ccccc2)n1)N1CCCCCC1,-0.1,-4,-5,-2.6,-1.7,-3,-2.5,-1.0,-1.4,2.3,-6
COc1ccc(N2CCN(C(c3cccs3)c3nnnn3C3CCCC3)CC2)cc1 (stereo not given),-0.4,4,1,1.1,-2.8,-1,-1.9,-0.7,-0.8,1.5,-2
CCC(C)NC(=O)c1cn(CC)c2ccc(S(=O)(=O)N3CCCCC3)cc2c1=O (stereo not given),-0.2,10,-4,3.0,-0.3,-1,0.7,0.5,-0.4,-1.2,5
COc1ccc(-c2noc(CCC(=O)N3CCN(c4cccc(Cl)c4)CC3)n2)cc1,0.8,-14,1,0.6,-1.4,-4,0.3,-0.7,0.0,-0.1,-3
Cc1ccc(C2(C)NC(=O)N(CC(=O)N3CCc4ccccc43)C2=O)cc1 (stereo not given),-0.6,1,-1,-2.8,1.1,2,-1.7,-0.2,-1.3,-2.0,-1
CCc1nc(OCCN(C)C)c2oc3ccccc3c2n1,-0.1,-6,-1,-1.0,3.7,5,1.1,3.0,-0.9,-0.8,2
Cc1ccc(/C=C/C(=O)Nc2nc3ccccc3[nH]2)cc1,2.2,5,0,8.6,3.8,7,5.8*,1.9,0.6,-1.6,-1
CC(C)C(=O)NC(=S)Nc1ccccc1N1CCN(C(=O)c2ccc(Cl)cc2)CC1,0.5,-1,-7,-1.5,-2.5,-2,0.7,-0.4,-1.1,0.2,5

# Brought forward from above: 2 entries, then new ones.
SMILES,DAX1 inh-1,ADAM10 inh,ADAM17 inh,hgDAF12 agonist,GAA850 FXN act,SMARCA2 activ,hcDAF12 agonist,DAX1 inh-2,ssDAF12 agonist,PG9 Ab binder,GC-A act
Cc1ccc(/C=C/C(=O)Nc2nc3ccccc3[nH]2)cc1,2.2,5,0,8.6,3.8,7,5.8*,1.9,0.6,-1.6,-1
CC(C)C(=O)NC(=S)Nc1ccccc1N1CCN(C(=O)c2ccc(Cl)cc2)CC1,0.5,-1,-7,-1.5,-2.5,-2,0.7,-0.4,-1.1,0.2,5
O=C(CCN1CCCCCC1)Nc1ccc(F)cc1,1.4,-6,-5,1.1,0.8,-2,-1.1,-0.1,-1.6,2.5,-3
CCCCN(C(=O)C1CC(=O)N(c2ccc(CC)cc2)C1)c1c(N)n(CCC)c(=O)[nH]c1=O (stereo not given),0.3,-5,5,-2.8,-0.2,-1,-1.0,0.2,-0.9,0.6,3
O=[N+]([O-])c1ccc2nn(Cc3ccccc3)cc2c1,-0.5,0,-2,2.0,-0.5,0,0.5,-0.2,-1.1,-1.2,4
COc1ccc(/C=C2/NC(=O)N(Cc3ccccc3F)C2=O)cc1OC,0.5,-16,2,-4.1,1.1,-4,0.1,0.2,-1.5,-0.3,12
Cc1ccc2c(CN3CCC(C)CC3)cc(=O)oc2c1,2.3,1,-4,11*,8.6*,6,3.2,2.4,-0.6,-1.9,-1
CC(C)Cc1nnc(NS(C)(=O)=O)s1,0.2,6,0,1.5,1.3,2,-1.1,0.7,-1.3,-0.6,3
CSc1cccc(NC(=O)c2cc(S(=O)(=O)N3CCc4ccccc43)cn2C)c1,-1.0,-5,-4,-0.7,-0.8,-1,1.8,-0.9,-1.7,0.8,-32
O=S(=O)(NCC(c1ccco1)N1CCN(c2ccc(F)cc2)CC1)c1ccc(F)cc1 (stereo not given),-0.5,3,0,-0.7,-1.6,-1,-0.1,-0.4,-1.4,0.1,-6
CCN(CC)CC(=O)N1c2ccccc2CCc2ccc(NC(=O)c3cc(OC)c(OC)c(OC)c3)cc21,-0.4,1,0,1.8,-2.8,2,-1.3,2.2,-0.3,-2.8,-4
Fc1ccccc1OCCCCn1cncn1,0.1,-5,-6,1.6,-1.0,0,1.6,0.7,-1.2,-2.0,-1
CN(C(=O)C(Cl)Cl)C1CC2C=CC1C2 (stereo not given),-0.6,-4,-4,0.0,0.3,1,0.8,0.1,-1.3,0.4,3
COCCn1c(SCC(=O)NC2CCCC2)nc2c(c1=O)SCC2,0.5,-4,6,-1.4,1.0,-2,0.0,-0.3,-1.0,0.2,-2
O=C(CSc1nnc(-c2cccc(Cl)c2)o1)Nc1ccc2c(c1)OCCO2,0.5,-1,-3,6.0,1.5,1,1.4,1.0,-1.4,0.3,-10
COC(=O)[C@]12CCCCC=C1N(Cc1ccc(OC)cc1)C(=O)[C@@H]2CC(=O)N1CCN(C(=O)C2CC2)CC1,0.8,7,4,-0.1,/,-3,-0.9,/,-0.8,/,-3
COc1cc(C)ccc1S(=O)(=O)n1nc(C)cc1C,0.1,-13,-7,-4.3,-1.6,-2,-0.2,0.4,-0.7,-1.8,0
CC(C)(C)c1ccc(S(=O)(=O)N2CCN(C3CCCC3)CC2)cc1,0.2,-1,0,-2.1,1.4,1,-1.4,0.6,-0.5,0.2,4
Cc1ccccc1Cn1cc(NC(=O)c2cc(-c3ccco3)on2)cn1,-0.7,-20,-17,39*,2.7,3,-0.9,-3.0,-1.5,-3.8,6
CCC(=O)NNC(=O)CCC(=O)Nc1ccccc1,0.1,13,2,0.5,/,-2,-0.2,/,-0.5,0.7,-3
O=C(Nc1cccc(O)c1)c1cccc(C(=O)Nc2cccc(O)c2)c1,-0.1,-3,-3,0.5,-0.1,1,-0.1,-0.2,-1.1,0.4,-7
CCOc1ccc(C(=O)C[n+]2cccc3cc(C)ccc32)cc1,-0.6,-16,-5,-5.0,-0.3,-2,-1.2,-1.1,-0.3,1.7,5
Cc1ccc(C)c(S(=O)(=O)C(C#N)c2nc3ccccc3nc2N2CCCC2)c1 (stereo not given),0.3,-8,-3,0.4,-0.4,-1,-0.2,0.5,-1.5,1.4,3
CCc1nc2ccc(C(=O)NCCN3CCOCC3)cn2c1N(CCC(C)C)CCN(C)C,2.9,-16,-5,3.5,-2.2,-2,-1.8,/,-1.6,1.0,1
O=C(CNC(=O)c1ccc(S(=O)(=O)N2CCCC2)cc1)N/N=C/c1ccco1,-0.2,2,-2,-0.1,-0.5,-1,-0.1,-1.4,-1.3,2.9,-4
O=C(Nc1ccc([N+](=O)[O-])cc1)Nc1ccc2[nH]c(=O)[nH]c2c1,-1.0,2,2,-0.4,-1.5,-3,0.1,0.5,-1.3,-0.2,-3
COc1ccc(C(CNC(=O)CCNC(=O)c2ccc(Br)cc2)N2CCOCC2)cc1 (stereo not given),-0.4,4,0,0.9,1.6,3,-1.9,0.6,-0.4,-0.6,-4

# (further entries)
SMILES,DAX1 inh-1,ADAM10 inh,ADAM17 inh,hgDAF12 agonist,GAA850 FXN act,SMARCA2 activ,hcDAF12 agonist,DAX1 inh-2,ssDAF12 agonist,PG9 Ab binder,GC-A act
COc1cc(C)c(CN2CCN(CC(=O)Nc3ccccc3C(=O)NC3CC3)CC2)cc1OC,-1.6,-1,1,-1.0,1.5,5,-1.7,0.2,-1.1,-0.7,-3
COCCn1ccc(O)c(Cc2ccccc2)c1=O,-0.3,13,-2,1.4,0.2,1,-1.4,0.5,-1.1,0.8,-1
COc1ccc2c(CC(=O)NNC(=O)c3ccc(C)cc3)coc2c1,-1.8,-11,-8,-1.7,-2.0,-4,0.1,-0.6,-1.1,4.2,-2
N#Cc1ccc(C(=O)CSc2nnc(-c3ccc(C(F)(F)F)cn3)s2)cc1,-0.2,-1,-6,0.9,1.3,2,2.5,-1.0,-1.0,-5.6,-1
CCN(CC)C(=O)CC[C@@H]1CC[C@]2(CCCN(Cc3ccncc3)C2)O1,0.0,-4,-2,0.6,/,-3,-1.8,/,0.1,/,0
CCOC(=O)N1CCC(NC(=O)C2CCC(CNS(=O)(=O)c3ccc(OC)cc3)CC2)CC1 (stereo not given),0.4,1,-2,-1.4,0.8,1,0.3,-0.7,-1.4,-2.0,1
Cc1noc2ncnc(Oc3cc(Cl)ccc3Cl)c12,0.3,3,-1,1.1,1.9,0,-0.9,0.3,-0.3,-0.3,7
O=C(O)c1ccc(CSc2nc3ccc(N4C(=O)C5C6C=CC(C6)C5C4=O)cc3s2)cc1 (stereo not given),0.8,9,2,3.7,0.0,-4,-0.3,0.3,-0.9,-1.4,2

# Screens (PubChem)
